# Screening results (PubChem BioAssay)
# GSK3beta inhib: human GSK3beta kinase inhibition | P49841 | activity score (negative = inhibition), % at 10 µM | AID 2097 | GST-GSK3beta kinase, ADP-Glo luminescence, 60 min; stronger effect = lower value | actives 0.038% (n = 300,000);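 active = more than half of replicate wells score below -50%, meaning over 50% inhibition versus plate controls; inconclusive = some replicates but at most half score below -50%; inactive = no replicate scores below -50%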;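 also: 0% = median DMSO wells and -100% = median GW8510 positive control wells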
#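 Test system – GST-tagged human GSK3beta kinase, cell-free · Incubation – 60 min enzyme reaction, room temperature · Signal – ADP-Glo luminescence · Also added – peptide substrate and ATP at 25 µM · Controls – DMSO neutral wells and GW8510 at 20 µM as positive · Buffer or medium – Tris/MgCl2 kinase buffer · Measure – Luminescence-derived activity versus plate DMSO and GW8510 wells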
# HDAC3 inh: inhibitors of human histone deacetylase 3; O15379; recombinant HDAC3, fluorogenic peptide/trypsin coupled, fluorescence; AID 2718; actives 0.15% (n = 320,000); inhibition, % at 8.3 µM; in the data active = inhibition above about 26%, passing the limit was not always enough; inconclusive = no clear call, values can overlap the other calls
# Target sequence (O15379 whole entry, looked up): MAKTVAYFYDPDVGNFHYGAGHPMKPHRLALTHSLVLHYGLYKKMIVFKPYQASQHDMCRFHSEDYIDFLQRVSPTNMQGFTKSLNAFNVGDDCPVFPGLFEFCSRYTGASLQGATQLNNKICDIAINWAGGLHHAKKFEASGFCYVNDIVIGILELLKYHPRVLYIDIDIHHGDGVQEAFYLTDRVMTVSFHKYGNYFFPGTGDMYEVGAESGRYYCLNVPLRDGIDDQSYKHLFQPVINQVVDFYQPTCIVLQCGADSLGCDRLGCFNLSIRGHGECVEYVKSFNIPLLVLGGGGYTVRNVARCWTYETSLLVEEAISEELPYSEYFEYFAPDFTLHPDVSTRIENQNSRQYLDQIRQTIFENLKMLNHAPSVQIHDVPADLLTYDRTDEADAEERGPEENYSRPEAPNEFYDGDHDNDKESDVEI
# DYRK1A inh: inhibitors of rat Dyrk1A kinase. Q63470. ADP-Glo luminescence, NFATc1 peptide. inhibition, % at 12.5 µM. actives 0.43% (n = 310,000). AID 504441; in the data active = inhibition above about 50%;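 also: plate controls were vehicle with enzyme for no effect and no enzyme for full effect; many of its hits are not listed in these tables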
# KCNK9 block: inhibitors of human KCNK9 two-pore domain potassium channel; HEK293 KCNK9, FluxOR thallium flux fluorescence; stronger effect = lower value; B-score at 10 µM; actives 1.2% (n = 310,000); AID 488922;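 active = ratio B-score over 3 SD below the library mean, with starting fluorescence within 5 SD of its mean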;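 also: negative B-score means less thallium flux so channel inhibition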
# GSK3 alpha inh: blocks human GSK-3 alpha kinase | P49840 | ADP-Glo luminescence, 60 min | inhibition, % at 10 µM | actives 0.1% (n = 320,000) | AID 2650;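 in the data active = inhibition above about 50%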;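 also: GST-tagged GSK-3 alpha with peptide substrate and 25 µM ATP; 0% = DMSO neutral wells and 100% = GW8510 positive control wells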
# Target sequence (P49840 whole entry, looked up): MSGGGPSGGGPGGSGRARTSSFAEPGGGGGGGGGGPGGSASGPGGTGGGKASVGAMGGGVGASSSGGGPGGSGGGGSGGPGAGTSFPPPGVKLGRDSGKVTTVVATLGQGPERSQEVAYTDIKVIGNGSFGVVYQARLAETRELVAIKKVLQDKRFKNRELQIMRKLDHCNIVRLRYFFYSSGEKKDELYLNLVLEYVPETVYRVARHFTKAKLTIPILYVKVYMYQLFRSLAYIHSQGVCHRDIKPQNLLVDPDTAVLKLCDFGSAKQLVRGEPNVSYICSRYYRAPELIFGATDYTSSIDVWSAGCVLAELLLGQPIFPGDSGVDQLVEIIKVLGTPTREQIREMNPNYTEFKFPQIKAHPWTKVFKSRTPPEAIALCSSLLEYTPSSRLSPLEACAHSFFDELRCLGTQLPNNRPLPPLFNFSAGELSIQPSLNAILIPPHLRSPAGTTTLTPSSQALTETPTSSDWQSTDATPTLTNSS
# KCNK3 inh: human KCNK3 channel inhibition, primary screen. O14649. CHO-KCNK3 thallium flux, FluxOR fluorescence; stronger effect = lower value. B-score at 10 µM. actives 0.84% (n = 340,000). AID 602410;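 active = B-score under library mean minus 4 SD, starting fluorescence ratio at most library mean plus 5 SD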;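 also: more negative B-score means stronger inhibition of thallium flux through KCNK3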
# RGS4 act: RGS4 potentiation or activation; AID 463111; actives 0.92% (n = 310,000); HEK293 M3R/inducible RGS4, carbachol calcium flux Fluo4; stronger effect = lower value; B-score at 10 µM;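 active = B-score of the integrated calcium signal more than 4 SD below the library mean, with starting fluorescence not abnormally high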;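 also: negative B-score means reduced calcium response which marks RGS4 activation or potentiation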
#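 Also added: carbachol at ECmax as muscarinic agonist stimulus; Assay system: HEK293 cells with stable M3R and inducible RGS4; Timing: overnight RGS4 induction, 30 min dye load 37 °C, 20 min compound RT; Measured by: Fluo4-AM (2 µM) calcium-flux fluorescence, kinetic read.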
# hERG rescue: hERG (human) protection from proarrhythmic block; Q12809; CHO-hERG, FluxOR thallium flux, dofetilide IC70 present; activation (rescue from dofetilide block), less the hit threshold, % at 10 µM; actives 0.51% (n = 310,000); AID 1511;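 active = activation above the mean of controls blocked by dofetilide plus 5 SD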;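 also: thallium influx through hERG after potassium depolarization seen as dye fluorescence rise; in these data hits start at about 4.7%; inactives centre near -7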
# PolyA inhibitor: yeast polyadenylation inhibition. S. cerevisiae SKY197-pL101 polyadenylation reporter, beta-gal luminescence; efflux-impaired pdr1/pdr3 knockout yeast; score 100 = 6 SD above DMSO. calls only at 12 µM. actives 0.02% (n = 300,000);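 active = lowest replicate activity score at least 50, where 100 means six control SD above control mean; inconclusive = lowest score under 50 but half or more replicates reach 50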;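 also: yeast exposed to compound for 9 h at 30 °C; higher score means more reporter readthrough which indicates perturbed polyadenylation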
# KCNQ1 pot: potentiates or activates the human KCNQ1 potassium channel | P51787 | CHO-K1 KCNQ1, thallium flux FluxOR fluorescence; stronger effect = higher value | B-score at 10 µM | actives 0.35% (n = 310,000) | AID 2648;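 active = fluorescence ratio B-score, a plate-corrected score, at least three library SD, with initial intensity B-score within 5 SD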
#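 System: CHO-K1 cells stably expressing KCNQ1 / Medium: assay buffer for compound exposure, DMSO matched across wells / Reagent: thallium- and potassium-containing depolarizing buffer / Compound: one concentration, matched DMSO / Incubation: 20 min compound pretreatment at room temperature / Measured by: kinetic FluxOR fluorescence, 10 s baseline plus 110 s post-stimulus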
# KCNQ1 inh: human KCNQ1 channel inhibition; CHO-K1 KCNQ1, FluxOR thallium flux fluorescence; stronger effect = higher value; actives 1.3% (n = 310,000); P51787; B-score at 10 µM;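 active = compounds whose thallium flux B-score, printed positive for inhibition, exceeds three library SD while starting fluorescence stays within three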;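 also: channel opened by potassium depolarization with thallium stimulus after 20 min compound exposure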
# The depositor's hits bear a star; i = inactive; ? = inconclusive; nt = not tested or not shown. This is a subset; rates above refer to the full screens.
SMILES,GSK3beta inhib,HDAC3 inh,DYRK1A inh,KCNK9 block,GSK3 alpha inh,KCNK3 inh,RGS4 act,hERG rescue,PolyA inhibitor,KCNQ1 pot,KCNQ1 inh
COc1ccc2c(c1)c1ncn(Cc3ccc(F)cc3)c(=O)c1n2C,-1.7,-21.1,nt,i,-1.5,i,i,-13.2,i,i,i
Cc1oc(-c2cccc(Cl)c2)nc1CN1CCC(C(=O)NCCCN2CCCC2=O)CC1,2.0,2.2,-12.5,i,1.8,i,i,-5.0,i,i,i
CCOc1ccc(N2CC(C(=O)Nc3ccc(S(=O)(=O)N4CCCC4)cc3)CC2=O)cc1 (configuration not stated),0.9,-0.3,-9.1,i,0.5,i,i,-8.0,i,i,i
COC(C(=O)Nc1ccnn1C1CCN(Cc2cnn(C(C)C)c2)CC1)c1ccccc1 (configuration not stated),2.0,5.7,2.2,i,-1.2,i,i,-6.8,i,i,i
Clc1cccc(/C=N/Nc2nnc(Cl)c3ccccc23)c1,0.1,1.2,7.0,i,-2.4,i,i,-0.5,i,i,i
Cn1c(O)c(C2=c3ccccc3=NC2=O)[nH]c1=S,-4.8,0.7,-4.8,i,-1.1,i,i,-1.4,i,i,i
COC(=O)c1ccccc1NC(=O)CCC(=O)N1CC(C)Oc2ccc(C)cc21 (configuration not stated),3.7,6.6,-3.6,i,-1.4,i,i,-14.1,i,i,i
Cc1ccc(CNS(=O)(=O)c2c(C)[nH]c(C)c2C(=O)N2CCCCC2)cc1,0.0,3.5,-2.1,i,-2.2,i,i,-11.3,i,i,i
N/C(COc1cccc(C(F)(F)F)c1)=N\NC(=O)c1cccnc1Oc1ccccc1,1.5,-10.8,-1.4,i,-25.2,i,i,-9.3,i,i,i
O=C(NC(=S)NNC(=O)c1ccco1)c1ccc(F)cc1,2.0,3.3,-0.4,i,-2.9,i,i,-9.3,i,i,i
CCOC(=O)CSc1nc(C)c(CC)c(C)c1C(N)=O,2.0,-7.7,5.5,i,-1.4,i,i,-13.7,i,i,i
O=C(Nc1cccc(F)c1)C1CCN(c2nnnn2-c2ccccc2)CC1,-2.0,-1.8,0.9,i,0.7,i,i,-20.8,i,i,i
CC(C1CC1)N(Cc1ccccc1)C(=O)NC(=O)c1cccc(F)c1 (configuration not stated),2.9,0.6,-6.3,i,-3.4,i,i,-3.4,i,i,i
S=c1[nH]nc(NCCCN2CCOCC2)s1,-1.5,4.2,nt,i,-2.7,i,i,-12.9,i,i,i
COc1ccccc1CNC(=O)/C=C/c1ccc(S(=O)(=O)N2CCOCC2)cc1,-3.0,1.6,-4.7,i,-1.5,i,i,-14.0,i,i,i
C=CCn1c(SCC(=O)Nc2cccc(C)c2)nnc1-c1cnccn1,0.7,4.6,2.4,i,0.6,i,i,-17.8,i,i,i
COC(=O)c1ccc(C(C(=O)NC2CCCCC2)N(CCc2ccccc2)C(=O)Cc2cccs2)cc1 (configuration not stated),0.0,2.0,-5.4,i,-0.3,i,i,-6.3,i,i,i
Cc1ccc(C(=O)NC(C)C2CC3CCC2C3)cc1 (configuration not stated),-0.4,7.5,nt,i,-0.8,i,i,-7.6,i,i,i
CN(C)/C=C/c1onc(-c2c(Cl)cccc2Cl)c1C#N,1.7,5.1,1.3,i,nt,i,i,-1.9,i,i,i
CCN1CCN(Cc2ccc(NC(=O)c3ccc(C)c(NC(=O)c4c[nH]c5cc(C(F)(F)F)ccc5c4=O)c3)cc2C(F)(F)F)CC1,-3.9,-0.3,-1.2,i,-4.2,i,i,-11.9,i,i,i
CC1CCCCN1C(=O)CCS(=O)(=O)Cc1ccccc1 (configuration not stated),-1.7,1.5,-3.4,i,-0.5,i,i,-3.2,i,i,i
CC1=NNC(=O)C1C(c1ccccc1)C1C(=O)NN=C1C (configuration not stated),-2.1,-3.2,nt,i,nt,nt,i,-3.6,i,i,i
COc1ccc(NS(=O)(=O)c2ccc(S(=O)(=O)N3CCCC3)cc2)cc1Cl,0.4,-4.8,-7.9,i,-2.1,i,i,-16.2,i,i,i
CCOc1cc(C(=O)O)ccc1OCCOc1ccccc1,0.9,-3.3,-2.1,i,0.2,i,i,-2.4,i,i,i
CCCS(=O)(=O)N1CCC(C(=O)N2CCc3ccccc3C2)CC1,-1.3,4.9,-0.5,i,-0.7,i,i,-0.3,i,i,i
COc1ccc2cc(/C=N/NC(=O)CN(c3ccccc3)S(=O)(=O)c3ccccc3)c(Cl)nc2c1,1.7,-3.8,nt,i,-2.0,nt,i,-10.9,i,i,i
C/C(=N\NC(N)=S)C1(C)CCCCC1,2.1,2.1,1.5,i,0.0,i,i,-3.8,i,i,i
CCOC(=O)N1CCC(NC(=O)C2CCN(C(=O)c3cc4oc(C)cc4n3Cc3c(F)cccc3Cl)CC2)CC1,-2.4,0.3,1.4,i,-2.2,i,i,-13.8,i,i,i
COc1ccc(/C=N/n2c(C)nnc2C)c(OC)c1,0.3,2.9,4.2,i,2.4,i,i,-4.8,i,i,i
CC(C)c1csc(CN2CCC(N3CCC(C(=O)NCC4CCCO4)CC3)CC2)n1 (configuration not stated),-1.2,5.2,-2.7,i,0.6,i,i,-5.9,i,i,i
O=C(Cc1ccccc1Cl)N1CCN(c2ncccn2)CC1,0.2,-2.2,-7.2,i,3.6,i,i,-9.5,i,i,i
CCOC(=O)COc1ccc2c(c1)C(=O)CC1(CCN(C(C)=O)CC1)O2,1.9,-3.7,-0.1,i,-1.4,i,i,-14.9,i,i,i
CC(=O)N1CCc2cc(S(=O)(=O)NCCC(=O)N3CCN(c4ccccn4)CC3)ccc21,-0.2,4.1,3.5,i,-0.8,i,i,-10.2,i,i,i
CS(=O)(=O)Nc1ccc(C2=NN(S(C)(=O)=O)C(c3ccc4nccnc4c3)C2)cc1 (configuration not stated),-0.6,12.0,-0.6,i,3.6,i,i,-12.6,i,i,i
COc1ccc2sc3ccccc3c(=O)c2c1,-1.8,-2.5,12.2,i,1.0,i,i,-7.8,i,i,i
O=C(COC(=O)CNC(=O)c1ccccc1)Nc1nc(-c2ccccc2)cs1,-1.4,nt,-4.2,i,nt,i,i,-7.3,i,i,i
Cc1c(O)c2cccnc2[nH]c1=O,-0.4,2.3,-6.7,i,-0.4,i,i,-8.2,i,i,i
Cc1cc(C)cc(N(CCC#N)C(=O)COC(=O)CNC(=O)c2sc3ccccc3c2Cl)c1,6.9,2.1,3.9,i,-0.1,i,i,-8.3,i,i,i
CCCn1c(=O)c(C(=O)NC(C)c2ccccc2)c(O)c2ccccc21 (configuration not stated),4.1,-4.9,7.7,i,-4.9,i,i,-3.0,i,i,i
O=C(c1ccccc1)c1ccccc1C(=O)N1CCCC1,4.1,-2.2,1.7,i,-3.7,i,i,-7.4,i,i,i
CCOc1ccc(C(=S)N2CCCC2)c(OCC)c1,-7.9,2.7,0.0,i,-3.2,i,i,-11.2,i,i,i
COc1ccc(S(=O)(=O)N2CCCCCC2)cc1C(=O)Nc1ccc(C)cn1,3.0,5.1,16.9,i,-2.0,i,i,-16.6,i,i,i
C[C@H](NC(=O)CCC1CCC(=O)N1)c1ccccc1 (some centres not stated),0.6,-0.9,-6.8,i,-2.7,i,i,-1.5,i,i,i
C/C(CC(=O)Nc1cc(Cl)ccc1C)=N\NC(=O)C(=O)N1CCCC1,-4.7,1.5,2.8,i,-0.1,i,i,-4.3,i,i,i
O=C(OCC1OC2OC3(CCCCC3)OC2C2OC3(CCCCC3)OC12)c1ccccc1 (configuration not stated),-3.2,-4.2,1.4,i,-3.3,i,i,-2.4,i,i,i
COCCN(C(=S)Nc1ccc(OC)cc1)C1CCN(C(C)=O)CC1,2.9,-0.8,0.8,i,-0.2,i,i,-6.1,i,i,i
ClC1(Cl)CC1CSc1nnc(-c2ccncc2)o1 (configuration not stated),-12.3,3.4,nt,i,19.2,i,i,-2.6,i,i,i
CS(=O)(=O)NCCCCCCNS(C)(=O)=O,-3.0,5.9,-4.4,i,1.2,i,i,-7.4,i,i,i
O=C(Cn1ccccc1=O)c1ccc(Cl)cc1,0.9,-4.1,-5.9,i,1.9,i,i,-16.1,i,i,i
COC(=O)c1cccc(NC(=O)Nc2ccc(Cl)cc2)c1,0.9,-4.2,-7.0,i,7.9,i,i,-8.1,i,i,7*
# Next section.
SMILES,GSK3beta inhib,HDAC3 inh,DYRK1A inh,KCNK9 block,GSK3 alpha inh,KCNK3 inh,RGS4 act,hERG rescue,PolyA inhibitor,KCNQ1 pot,KCNQ1 inh
O=C(CNC(=O)c1cccs1)OCC(=O)c1ccc2ccccc2c1,0.3,-4.6,28.3,i,2.7,i,i,-3.7,i,i,i
COc1ccc(C2CC(c3ccc(Br)cc3)=NN2C(=S)Nc2ccccc2)cc1 (configuration not stated),-2.7,-4.0,-4.9,i,1.5,i,i,-4.6,i,i,i
Cc1cc(C)n2cc(CSc3nc4ccccc4[nH]3)nc2n1,-1.1,0.4,-0.4,i,1.3,i,i,-11.9,i,i,i
Cc1onc(-c2ccccc2Cl)c1C(=O)NCCN1Cc2ccccc2C1=O,2.1,?,2.2,i,-5.6,i,i,-5.4,i,i,i
Cc1ccc(C(=O)NCCCC(=O)O)o1,0.1,-1.7,-4.0,i,0.2,i,i,-7.7,i,i,i
CC(=O)Nc1ccc(OS(=O)(=O)c2ccc(C(C)(C)C)cc2)cc1,-0.5,4.9,nt,i,-2.6,nt,i,-4.3,i,i,i
COc1cc(NC(=O)c2ccc3c(c2)OCO3)ccc1NC(=O)c1ccco1,3.5,1.8,-0.6,i,3.7,i,i,-5.4,i,i,i
O=C(CSc1n[nH]c(-c2cccnc2)n1)OC1CCCCC1,5.6,-9.4,-0.3,i,-0.5,i,i,0.8,i,i,i
COc1cc(NC(=O)c2ccco2)c(OC)cc1NC(=O)Nc1ccc(Cl)cc1,-0.9,1.4,-5.3,i,-1.7,i,i,-8.3,i,i,i
Cc1cc2oc(=O)cc(Cn3ccnc3)c2cc1O,-28.5,-3.3,0.0,i,-1.8,i,i,-0.4,i,i,i
